m5-HT2A agonist: mouse Htr2a agonists via beta-arrestin recruitment, primary screen, cell-based, luminescence | 5-hydroxytryptamine receptor 2A (Mus musculus), P35363 | 0.66% of 360,000 active | CHO-K1 mHTR2A beta-arrestin complementation; percent of 30 µM serotonin response | activation, % at 7.6 µM | AID 624169, 2012;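 active = activation above a run cutoff, the mean activation of all tested compounds plus 3 SD, cut at about 14% in these data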;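 also: 0% = plate median of compound wells and 100% = 30 µM serotonin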
Target sequence (P35363 whole entry, looked up): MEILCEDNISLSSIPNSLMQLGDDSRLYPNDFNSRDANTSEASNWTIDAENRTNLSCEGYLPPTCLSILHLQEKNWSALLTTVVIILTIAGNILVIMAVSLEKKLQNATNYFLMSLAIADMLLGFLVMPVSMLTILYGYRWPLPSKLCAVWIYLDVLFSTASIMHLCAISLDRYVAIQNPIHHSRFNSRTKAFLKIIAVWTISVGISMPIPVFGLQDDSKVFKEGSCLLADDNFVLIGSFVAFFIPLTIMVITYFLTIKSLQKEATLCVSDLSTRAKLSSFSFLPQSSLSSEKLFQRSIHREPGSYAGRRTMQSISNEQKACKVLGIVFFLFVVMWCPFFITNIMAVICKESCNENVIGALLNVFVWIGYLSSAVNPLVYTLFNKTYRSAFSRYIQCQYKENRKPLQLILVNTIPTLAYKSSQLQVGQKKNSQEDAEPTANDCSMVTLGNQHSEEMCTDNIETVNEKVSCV
N-glyco inh: increase of ERlucT glycosylation luciferase signal, primary screen, N-linked glycosylation inhibitor project, D54 ERlucT cells, luminescence, set 2 | reporter increase, % at 12.5 µM | 0.23% of 360,000 active | D54 ERlucT glycosylation luciferase reporter, 24 h; percent of 100 nM tunicamycin response;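 active = mean luciferase reporter signal, scaled so untreated is 0 and the glycosylation-blocking control 100, at or above a set limit in every replicate; inconclusive = mean reaches the limit but not every replicate does; inactive = mean below the limit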;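 also: luciferase carries N-glycosylation sites so blocking glycosylation raises the light; 0% = median of neutral control wells and 100% = median of 100 nM tunicamycin wells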
Vif imaging: HIV Vif self-association inhibitors, primary screen, imaging, HEK293T, single point; HEK293T cells, Vif self-association by quenched fluorescence, 24 h; inhibition, % at 7.49 µM; 0.35% of 340,000 active; in the data active = inhibition above about 50%, passing the limit was not always enough; inconclusive = no clear call, values can overlap the other calls; inactive = below about 31%; also: some results filed as inactive read as strong as hits
ABCB6 inh 2: ABCB6 transporter inhibitors, primary screen, K562-ABCB6 cells, flow cytometry, MLPCN library. 0.19% of 360,000 active. ATP-binding cassette sub-family B member 6 (Homo sapiens), Q9NP58. K562-ABCB6 porphyrin accumulation, 1 h; stronger effect = lower value. fluorescence ratio to DMSO, % at 10 µM;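 active = fluorescence ratio to DMSO below 75%, the collection mean minus 3 SD; inconclusive = too few cells collected in the well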;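 also: signal is porphyrin accumulated inside mitochondria; 100% equals median channel fluorescence of DMSO control wells; lower ratio means ABCB6 inhibition with less porphyrin fluorescence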
aDG glyco act: activators of alpha-DG glycosylation, primary screen, uHTS, Pro5-aDG cells, AlphaScreen | alpha-DG glycosylation AlphaScreen (IIH6); 0% Pro5, 100% B10-LARGE cell signal | activation, % at 10 µM | 0.22% of 360,000 active | AID 624168, 2012;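 active = activation of at least 8% versus controls, or a plate z-score of at least 8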;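 also: Pro5 are CHO cells carrying HIG-tagged alpha-DG that lacks glycosylation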
MC4R ag barr: MC4R agonists recruiting beta-arrestin, primary screen, cell-based, luminescence, agonist arm of biased-ligand search | AID 540308, 2011 | 0.98% of 360,000 active | activation, % at 8.9 µM | U2OS MC4R beta-arrestin complementation; percent of melanotan II response, DMSO zero;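 active = activation above a per-plate cutoff, the mean activation of sample wells on that plate plus 3 SD, cut at about 8% in these data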
MC4R antagonist: MC4R antagonists of cAMP signaling, primary screen, cell-based, TR-FRET, antagonist arm of biased-ligand search | 0.48% of 360,000 active | MC4R-expressing cells, MTII-stimulated cAMP, LANCE TR-FRET | inhibition, % at 6.5 µM | Melanocortin receptor 4 (Homo sapiens), P32245 | AID 540295, 2011;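 active = inhibition above its plate's cutoff, the mean of tested wells on that plate plus 3 SD, cut at about 29% in these data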;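 also: 0% = Melanotan II alone and 100% = Melanotan II plus saturating MCL0020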
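Material: human MC4R-expressing U2OS cells. Probe or stimulus: Melanotan II challenge. Dosing: 6.5 µM single dose. Times: 30-min compound, 1-h challenge, 1-h detection, room temperature. Technique: TR-FRET with Eu-cAMP and labeled anti-cAMP, 671 nm. Replication: singlicate.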
CaV13 FRET inh: Disruptors of the CACNA1D IQ motif to Ca2+-dependent inactivation inhibitor domain association, primary screening, Förster resonance energy transfer in intact living …; HEK cells, CFP/YFP FRET ICDI-IQ, plate reader, 10 min; percent FRET-ratio fall versus neutral wells; inhibition, % at 12.3 µM; 0.098% of 340,000 active; AID 743397;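 active = mean replicate inhibition of at least 30% and at least 1% of replicates passing that level; inconclusive = only one of the two criteria is met; inactive = neither criterion is met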;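 also: 0% = median of the neutral control wells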
Cardio protect: cardioprotection against H2O2-induced cell death, primary screen, uHTS, H9c2 cells, ATPLite luminescence; H9c2 cardiomyocytes, H2O2 injury protection, 2 h; 0.63% of 360,000 active; protection from H2O2 cell death, % at 20 µM;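 active = compounds giving at least 50% protection of heart cells from peroxide-induced death in the single-dose screen, raw or plate-pattern-corrected value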;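 also: 0% = DMSO wells with peroxide and 100% = DMSO wells without peroxide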
PDI inh: inhibitors of human PDI, primary screen, biochemical, turbidity, single point, plate reader | 0.052% of 350,000 active | inhibition, % at 10 µM | PDI insulin aggregation turbidity, A650, 90 min;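 active = mean inhibition across replicates of 30% or more, whatever share of single replicates reach that level; inconclusive = mean inhibition below 30% while every single replicate reaches 30%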;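 also: absorbance from insulin aggregation driven by PDI reduction with DTT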
Target sequence (P07237 whole entry, looked up): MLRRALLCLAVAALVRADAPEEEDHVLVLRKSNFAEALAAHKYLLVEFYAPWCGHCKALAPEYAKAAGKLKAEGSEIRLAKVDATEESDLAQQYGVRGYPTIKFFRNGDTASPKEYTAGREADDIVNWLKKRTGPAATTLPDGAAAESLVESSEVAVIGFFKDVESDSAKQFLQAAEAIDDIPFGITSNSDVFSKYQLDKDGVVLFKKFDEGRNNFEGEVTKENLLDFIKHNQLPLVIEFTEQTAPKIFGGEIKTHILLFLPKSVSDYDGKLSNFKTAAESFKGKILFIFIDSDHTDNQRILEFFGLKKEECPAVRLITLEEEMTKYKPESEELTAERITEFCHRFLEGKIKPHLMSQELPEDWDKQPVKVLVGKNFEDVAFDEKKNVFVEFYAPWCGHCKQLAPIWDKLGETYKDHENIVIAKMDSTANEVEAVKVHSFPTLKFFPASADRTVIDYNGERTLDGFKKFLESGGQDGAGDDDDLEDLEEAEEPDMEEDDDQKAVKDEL
The depositor's hits bear a star; u = inconclusive; x = not tested or not shown.

Fields – m5-HT2A agonist	N-glyco inh	Vif imaging	ABCB6 inh 2	aDG glyco act	MC4R ag barr	MC4R antagonist	CaV13 FRET inh	Cardio protect	PDI inh
> CCNC(=O)CSc1nc2cc(S(=O)(=O)Nc3ccc(OC)cc3)ccc2o1
    -3	0	-3	96	0.2	-3.2	-4	-5	-8	-12
> CCOc1ccc(-c2ccc(SCC(=O)Nc3nnc(CC)s3)nn2)cc1
    3	-5	4	88	-0.1	-0.5	5	-4	-25	-5
> COc1cc(C(=S)N2CCOCC2)cc(OC)c1OC(=O)c1ccc(C)cc1
    6	-3	15	94	0.0	0.1	-1	-4	-4	0
> CNCCCOc1ccc(C)cc1OC
    2	2	-5	101	0.2	-1.5	-7	-9	8	5
> O=C(NCCc1c[nH]c2ccccc12)C(=O)NCC1OCCCN1S(=O)(=O)c1ccc(F)cc1 (stereo not drawn)
    -1	-3	2	99	0.1	-2.0	17	-6	-6	25
> COc1cc2c(cc1OC)C1=CC(=O)C(=O)N1C(C)(C)C2
    2	-1	3	388	-0.2	1.2	5	-5	0	-4
> Fc1cccc(CN2CCCCCCC2)c1
    -2	2	x	105	0.0	-0.7	4	-8	2	4
> CN(Cc1ccccc1)C(=O)c1nc[nH]c1C(=O)N1CCN(C(=O)OC(C)(C)C)CC1
    4	3	-1	102	0.0	-1.4	3	-4	0	-8
> COc1ccc(/C=C/C(=O)Nc2ccc(OC)cc2[N+](=O)[O-])cc1
    5	-3	35	92	0.2	32*	-4	-6	-1	-18
> NC(N)=S
    -4	4	-1	100	-0.3	-0.7	2	-5	11	3
> Nc1c(S(=O)(=O)c2ccccc2)c2nc3ccccc3nc2n1/N=C/c1cccc(O)c1
    2	7	0	90	-0.6	17*	35*	-5	-36	-2
> CC(=O)Nc1ccc(NC(=O)C2CCCN2C(=O)Nc2ccc(F)cc2)cc1 (stereo not drawn)
    -2	1	-4	98	0.0	-1.3	10	-2	2	13
> Cc1ccc(NC(=S)NCc2ccco2)c(C)c1
    0	0	17	100	0.0	-1.4	5	-2	11	-7
> COC1(OC)C(/C=C/c2ccc(C)cc2)C(C#N)(C#N)C1(OC)OC (stereo not drawn)
    4	-1	10	100	0.4	1.4	1	-5	0	-2
> Cc1ccc(NC(=O)Cc2nnc(N)s2)cc1
    12	1	x	103	0.0	-0.2	-2	-5	0	-4
> CC1=NN(C(=O)c2ccc(Cn3cc(Br)c([N+](=O)[O-])n3)o2)C(O)(C(F)(F)F)C1 (stereo not drawn)
    -5	0	5	100	-0.1	-0.9	3	-5	4	0
> C/C(CCc1ccco1)=N\NC(=O)CNc1cccc2ccccc12
    2	4	-15	118	-0.3	1.9	9	-3	-14	-4
> C[C@@H]1CN([C@H](C)CO)C(=O)c2cc(NC(=O)Nc3ccc4c(c3)OCO4)ccc2O[C@H]1CN(C)Cc1ccncc1
    14	0	0	92	-0.1	-1.5	-5	-4	8	15
> CCOC(=O)C1CCCN(C(=O)c2ccc3nc(-c4ccc(OC)c(OC)c4)c(-c4ccc(OC)c(OC)c4)nc3c2)C1 (stereo not drawn)
    9	-6	-2	99	0.0	-1.4	17	-15	46	7
> O=C1Oc2ccccc2C(=O)/C1=C/c1ccccc1O
    1	-1	17	102	0.8	-0.8	11	-2	4	-1
> N#Cc1cc(O)c(-n2nnc3ccccc32)cc1C#N
    4	1	x	89	0.0	4.1	22	-5	-10	5
> COc1ccc2nc(NC(=O)CN3CCOCC3)sc2c1
    4	-1	9	89	-0.2	-2.4	3	-2	2	-11
> O=C(Cc1ccc([N+](=O)[O-])cc1)N1CCN=C1SCc1ccccc1
    1	2	6	102	0.1	-1.9	0	-15	-4	-3
> O=C(CCCCCn1c(=S)[nH]c2cc3c(cc2c1=O)OCO3)N1CCN(C(=O)c2ccco2)CC1
    -2	0	-2	89	0.0	-1.6	-3	-5	3	1
> C(=N\Nc1nc2ccccc2[nH]1)/c1c[nH]c2ccccc12
    -11	u	-28	95	1.2	-3.4	4	-7	-12	3
> CCn1c(CCl)nc2cc(S(=O)(=O)N3CCOCC3)ccc21
    4	-4	8	100	-0.1	-0.2	8	-5	-9	6
> Cn1cnnc1SCC(=O)n1c2ccccc2c2ccccc21
    -2	-1	8	100	0.0	0.0	4	x	-10	0
> COCCN(C(=O)CSc1nnc(-c2ccccc2F)o1)c1c(N)n(CC(C)C)c(=O)[nH]c1=O
    9	4	x	94	-0.2	-5.8	14	-6	2	4
> COC(=O)[C@]1(C)N[C@H](CN(C)C(=O)Nc2ccccc2)[C@@H]2C(=O)N(C)C(=O)[C@@H]21
    -4	1	-2	102	-0.2	0.0	21	-4	2	-3
> O=C(O)C1CCCCC1C(=O)Nc1ccccc1F (stereo not drawn)
    1	1	9	102	-0.2	-1.6	0	-7	11	-5
> Cc1ccc(C)c(N2C(=O)CC(Cc3ccc(Br)cc3)C2=O)c1 (stereo not drawn)
    -2	0	2	91	0.0	-0.3	1	-20	-1	3
> CCCn1c(C)c(C(=O)OCC)c(O)c(-c2ccccc2)c1=O
    2	-2	3	101	-0.1	4.1	3	-5	-2	-8
> O=C(COC(=O)c1cc(S(=O)(=O)N2CCOCC2)ccc1F)Nc1ccccc1C(F)(F)F
    2	0	x	101	0.1	0.1	-61	-9	-4	-5
> O=C(CSc1nnc(CNc2ccc(F)cc2)n1Cc1ccccc1)NCc1ccccc1
    -4	-3	-7	92	0.2	0.1	8	x	-21	-8
> Cc1ccc(S(=O)(=O)NC(=O)NCc2ccc(Cl)cc2)cc1
    2	0	x	80	-0.1	1.3	-5	-5	-4	-1
> CC1c2cc3c(cc2CCN1C(=O)c1cccc(F)c1)OCCCO3 (stereo not drawn)
    2	9	-3	94	0.3	-1.1	6	-7	-1	3
> N#Cc1ccc(OCC(=O)N/N=C(\CCC(=O)O)c2cccs2)cc1
    0	1	-1	87	-0.1	-0.8	-2	-3	15	11
> NC(=O)NC(=O)CSc1cccc(C(F)(F)F)c1
    1	2	8	108	-0.2	-3.2	-6	-9	-3	-5
> CN(C)C(=O)CCC(=O)N1CCCC(C(=O)c2ccc3c4c(cccc24)CC3)C1 (stereo not drawn)
    5	3	-3	96	0.1	-2.5	-7	-7	-5	6
> Cn1ccc2c(-c3cccc(C=O)c3)cc3c(c21)C1CCC3C1 (stereo not drawn)
    3	3	x	91	-0.3	x	x	-3	8	x
> O=C(NCCSc1ccc(Br)cc1)c1ccc2nc[nH]c2c1
    -6	2	-2	96	-0.3	-1.7	-2	-7	-5	-8
> CC(C)(C)c1ccc(OCC(=O)N(c2ccccn2)C2CCCCC2)cc1
    6	-5	12	98	1.4	0.5	6	-5	-27	-2
> CC1COC(=C2C(=O)OCC2C)C1 (stereo not drawn)
    2	1	x	98	0.2	-1.2	8	-5	2	22
> CCN(CC)S(=O)(=O)c1ccc(NC(=S)NC(=O)CC(C)C)cc1
    -7	-1	-4	93	-0.3	-1.5	1	-19	-13	-15
> O=C(NN1CCCCC1)c1cnn2c(C(F)F)cc(-c3ccccc3)nc12
    2	0	6	97	0.0	-1.8	4	13	9	2
> O=C(Cn1nc(Cc2cccnc2)c2ccccc2c1=O)Nc1cc(F)ccc1F
    0	-2	-1	102	0.2	-3.0	11	-6	5	-2
> COc1ccc(CN2CCSCC2)cc1O
    3	0	3	98	-0.2	-2.0	8	-4	8	-1
> COc1ccc(S(=O)(=O)N(Cc2cccs2)C2CCCC2)cc1
    -4	-4	0	91	0.4	1.9	2	x	-23	5
> COc1ccc(N2CCN(S(=O)(=O)c3cnc[nH]3)CC2)cc1
    1	-2	5	99	-0.1	-0.8	4	1	10	0
> Cc1cnc(C(=O)Nc2ccccc2F)cn1
    13	0	-4	101	0.2	0.2	14	x	5	5
> COP(=O)(c1ccc(N(C)C)cc1)C(O)c1ccccc1 (stereo not drawn)
    -2	0	-1	98	-0.1	-0.8	2	-3	-2	-5
> O=C(NCCN1CCC(n2c(=O)[nH]c3ccccc32)CC1)c1cccs1
    -6	x	x	95	-0.2	x	x	-5	x	x
> CCc1ccc2[nH]c3nc(SCc4nnc(-c5ccc(C)cc5)o4)nnc3c2c1
    -1	-1	4	94	-0.2	0.9	-1	-3	-6	4
> O=C1c2ccccc2C(=O)N1CCC#Cc1ccc2cc(C3(O)CCCCC3)oc(=O)c2c1
    0	-3	0	93	-0.1	-0.8	23	-16	28	4
> N#Cc1c(NC(=O)C(=O)NCCCN2CCOCC2)sc2c1CCC2
    0	2	-1	102	0.1	-3.0	0	-13	-1	-10
> C#CCNC(=O)C1=C[C@@H](C)C[C@@H](OCc2ccc(CO)cc2)O1
    1	1	4	101	0.1	-2.2	1	-9	-1	-4
> COC(=O)Nc1ncc(CN2CCC(c3ccccc3)CC2)s1
    9	6	-1	103	-0.1	0.9	5	-4	0	6
> O=C(NCc1cccs1)C1CCN(S(=O)(=O)c2cccc3nsnc23)CC1
    -3	6	-4	91	0.1	-2.1	1	0	4	9
> Cc1cc(NS(=O)(=O)c2ccc(NC(=O)c3cnc4scc(C)n4c3=O)cc2)nc(C)n1
    3	2	-1	97	0.1	0.9	5	-3	6	x
> C=CCN1C(=O)C(Cc2ccc(C)cc2)S/C1=N/N=C/c1ccco1 (stereo not drawn)
    4	-4	-7	102	-0.2	4.0	-5	-7	2	-1

Additional entries
Fields – m5-HT2A agonist	N-glyco inh	Vif imaging	ABCB6 inh 2	aDG glyco act	MC4R ag barr	MC4R antagonist	CaV13 FRET inh	Cardio protect	PDI inh
> CC(C)(C)c1ccc(OCc2ccc(C(=O)NN)o2)cc1
    3	3	-5	95	0.0	0.1	18	-5	-1	4
> COc1ccc(C2(C(=O)N3CCCC3)CCOCC2)cc1OC
    -4	1	1	92	0.2	2.0	6	x	1	8
> CC(=O)Nc1cccc(-c2ccnc3c2CC(C(=O)Nc2cccc(NS(C)(=O)=O)c2)O3)c1 (stereo not drawn)
    3	1	5	99	-0.3	0.3	5	-7	12	-2
> FC(F)(F)c1cccc(NC(=S)N2CCCC2)c1
    2	0	-12	93	-0.1	-0.1	-3	x	-1	-4
> COc1ccc(CNC(=O)c2ccc3oc(C(C)C)nc3c2)cc1
    3	-2	1	92	-0.5	-1.8	2	-7	-4	2
> NS(=O)(=O)c1ccc(NC(=O)CCC(=O)c2ccc(Cl)s2)cc1
    4	1	0	98	0.0	1.1	4	-5	0	-15

Compound activity (PubChem)
